FadD28 binding = M. tuberculosis FadD28 bisubstrate binding inhibition. 360,000 compounds, 0.22% hits. inhibition, % at 12.5 µM. FadD28 bisubstrate probe binding, fluorescence polarization. AID 588549; in the data active = inhibition above about 8.5%, passing the limit was not always enough; inconclusive = no clear call, values can overlap the other calls
TcdB GH inh = inhibitors of Clostridioides difficile toxin B glycohydrolase; inhibition, % at 9.99 µM; 350,000 compounds, 0.24% hits; TcdB glycohydrolase enzymatic assay, plate reader; P18177; in the data active = inhibition above about 10%
Mtb BioA inh = inhibitors of Mycobacterium tuberculosis BioA enzyme | purified M. tuberculosis BioA enzyme, plate reader | inhibition, % at 9.99 µM | 360,000 compounds, 0.096% hits | AID 602481; in the data active = inhibition above about 40%; inconclusive = no clear call, values can overlap the other calls
Mtb FBA inh = Mtb fructose-bisphosphate aldolase inhibition; inhibition, % at 1 µM; 360,000 compounds, 2.3% hits; purified M. tuberculosis FBA, fluorescence read-out; P9WQA3; in the data active = inhibition above about 27%;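 also: 0% = vehicle and 100% = reference inhibitor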
Target sequence (P9WQA3 whole entry, looked up): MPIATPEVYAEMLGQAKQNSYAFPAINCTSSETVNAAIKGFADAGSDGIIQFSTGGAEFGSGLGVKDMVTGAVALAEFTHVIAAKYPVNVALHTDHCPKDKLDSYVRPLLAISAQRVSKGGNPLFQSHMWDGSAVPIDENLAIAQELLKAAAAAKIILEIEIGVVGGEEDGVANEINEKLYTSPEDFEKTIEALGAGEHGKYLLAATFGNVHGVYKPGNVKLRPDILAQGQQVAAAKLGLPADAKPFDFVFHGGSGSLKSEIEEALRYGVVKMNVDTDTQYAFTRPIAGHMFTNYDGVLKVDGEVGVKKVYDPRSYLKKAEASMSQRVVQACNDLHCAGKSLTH
GDH-TPI inh = GDH-TPI coupled enzyme inhibition counter-screen | AID 588335 | GDH-TPI coupled enzyme counterscreen, NADH absorbance | inhibition, % at 4.8 µM | 360,000 compounds, 1.2% hits; in the data active = inhibition above about 30%;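 also: 0% = DMSO wells and 100% = wells lacking the enzyme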
Mtb UGM inh = Mtb UDP-galactopyranose mutase inhibition. AID 504406. purified UGM, fluorescence polarization probe displacement. inhibition, % at 10 µM. 320,000 compounds, 0.06% hits; in the data active = inhibition above about 10%, passing the limit was not always enough; inconclusive = no clear call, values can overlap the other calls
Target sequence (P9WIQ1 whole entry, looked up): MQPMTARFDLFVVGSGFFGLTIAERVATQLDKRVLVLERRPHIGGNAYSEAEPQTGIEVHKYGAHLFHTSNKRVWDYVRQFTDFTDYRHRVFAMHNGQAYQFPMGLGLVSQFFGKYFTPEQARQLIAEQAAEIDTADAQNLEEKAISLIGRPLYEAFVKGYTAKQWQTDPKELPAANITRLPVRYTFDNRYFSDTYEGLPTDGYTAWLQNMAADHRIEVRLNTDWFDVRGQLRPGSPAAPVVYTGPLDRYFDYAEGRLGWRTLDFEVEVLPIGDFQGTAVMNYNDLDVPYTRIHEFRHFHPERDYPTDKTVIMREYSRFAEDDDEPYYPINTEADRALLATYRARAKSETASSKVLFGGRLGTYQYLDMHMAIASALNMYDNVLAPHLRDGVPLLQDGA
Vc quorum ag = inducers of Vibrio cholerae quorum light production without autoinducers. V. cholerae BH1578 lux reporter, luminescence, 6 h. 350,000 compounds, 0.16% hits. activation, % at 18.7 µM; in the data active = activation mostly above about 9.7%, no sharp cut-off; inconclusive = no clear call, values can overlap the other calls; inactive = mostly below about 3.7%; also: not every result past the cut was called active; inactives centre near 0; reference of the scale not given here
Y pestis TopoI = inhibitors of Yersinia pestis topoisomerase I | Y. pestis Topo-I cleavage product accumulation, plate reader | activity, % at 10 µM | 360,000 compounds, 0.064% hits | AID 504884; in the data active = activity above about 50%, passing the limit was not always enough; inconclusive = no clear call, values can overlap the other calls; also: inactives centre near 2
PfHsp40 yeast = compounds rescuing yeast from Plasmodium falciparum HSP40 toxicity; 340,000 compounds, 0.68% hits; growth rescue, % at 12.5 µM; S. cerevisiae expressing PfHsp40, growth rescue, ATP luminescence; in the data active = growth rescue above about 28%, passing the limit was not always enough; inconclusive = no clear call, values can overlap the other calls;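 also: yeast W303a lacking pdr1 and pdr3 grown in galactose medium; growth measured after three days at 30 °C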
Starred values were filed as active, the others as inactive; i = inactive; ? = inconclusive; · = no result given; + = active, no number.

Sequence of screens – FadD28 binding	TcdB GH inh	Mtb BioA inh	Mtb FBA inh	GDH-TPI inh	Mtb UGM inh	Vc quorum ag	Y pestis TopoI	PfHsp40 yeast
> O=C(OCc1ccccc1)C1=NNC2C(=O)N(c3ccccc3)C(=O)C12 (centres undefined)
 : -0.8	·	-1.1	-1	2	-1.3	1.4	-2	-0.6
> COc1ccc(C2C(C#N)=C(N)N(N(C)C)C3=C2C(=O)CCC3)cc1 (centres undefined)
 : -2.9	0.4	1.0	2	8	-0.1	-0.6	-7	-2.0
> CC(=O)Nc1ccc(S(=O)(=O)N2CCC(C(=O)N[C@@H](Cc3ccccc3)C(=O)O)CC2)cc1
 : -0.8	1.1	-1.0	8	5	-0.8	1.9	3	-1.5
> COC(=O)C1=C(C)N(C)C(=S)NC1c1c(OC)ccc2ccccc12 (centres undefined)
 : -1.3	0.1	0.6	6	14	-0.5	-0.3	5	-0.3
> O=C(CN(c1ccc(Cl)cc1)S(=O)(=O)c1ccc(Cl)c([N+](=O)[O-])c1)NCCc1ccc(F)cc1
 : 1.1	·	-2.2	-1	-1	3.5	i	-3	-0.6
> CCOc1ccc(OCC)c(NC(=O)C2CCN(S(=O)(=O)c3ccc4c(c3)CC(C)N4C(C)=O)CC2)c1 (centres undefined)
 : -0.8	-0.2	-2.7	-5	0	3.7	-0.4	21	0.1
> CCOc1ccc(-c2noc(-c3csc([C@@H]4O[C@H](CO)[C@H](O)[C@H](O)[C@H]4O)n3)n2)cc1
 : 0.9	0.4	-0.5	1	9	·	-0.4	8	·
> CN(C)CCCN(C(=O)c1ccc(C(=O)c2ccccc2)cc1)c1nc2cc3c(cc2s1)OCO3
 : -3.3	1.7	-0.5	-1	8	-2.5	-0.3	-1	-0.3
> Cc1cc(C)n(C(=O)c2ccc(NC(=O)CC(C)C)cc2)n1
 : 0.8	·	0.2	-3	4	-1.1	-0.3	1	4.9
> CCc1ccccc1NC(=O)CSc1nc2cc(C(=O)NCC3CCCO3)ccc2c(=O)n1CC1CCCO1 (centres undefined)
 : -1.8	1.3	-1.6	-1	9	·	i	14	·
> CN1CCN(C(=O)C2Cc3c(-c4cccc(F)c4)ccnc3O2)CC1 (centres undefined)
 : -3.5	0.0	0.4	-3	8	·	i	6	·
> CCn1c(CNC(=O)c2ccco2)nnc1SCC(=O)Nc1cccc(F)c1
 : 0.7	1.9	·	-1	-2	-0.2	i	-2	24
> COc1ccc(-n2c(=O)c3ccccc3n(CC(=O)Nc3ccccc3OC)c2=O)cc1
 : -2.5	-0.1	·	0	4	-0.7	-2.1	3	0.9
> CCC(=O)Nc1nnc(SCC(=O)Nc2ccc3c(c2)OCO3)s1
 : -1.1	0.2	-1.7	0	3	0.2	-0.4	3	2.8
> N#CC1C(=O)Nc2cccnc21 (centres undefined)
 : -2.6	-0.5	-0.3	+	9	·	i	2	·
> CCn1nc(C)c(NC(=O)CCSc2nc(-c3ccco3)cc(C(F)(F)F)n2)c1C
 : -1.7	·	-0.5	-6	18	4.3	-0.3	-6	0.0
> Cc1cccn2c(=O)c(/C=C(\C#N)C(N)=O)c(N3CCN(c4ccccc4)CC3)nc12
 : -1.3	0.9	3.6	8	2	1.5	i	18	-0.7
> CC(C)=CCc1c(O)ccc(C2COc3c(CC=C(C)C)c(O)cc(O)c3C2=O)c1O (centres undefined)
 : -2.9	-1.9	0.0	1	11	5.6	-0.5	-11	?
> CC1CCCN(C(=O)C2c3ccccc3C(=O)N3CCc4ccccc4C23)C1 (centres undefined)
 : 1.1	·	·	3	7	2.0	i	-2	2.3
> CN(C(=O)COc1ccc(-c2nnco2)cc1)C1CCS(=O)(=O)C1 (centres undefined)
 : -0.4	2.5	4.3	2	4	1.6	i	2	1.7
> C#CCOCCOCCOCCNc1nc(N2CCN(C(=O)CCCCCCCCCCNC(=O)Cn3cc(CCCCCN)nn3)CC2)nc(N2CCN(C(=O)CCCCCCCCCCNC(=O)Cn3cc(C[C@@H](C)O)nn3)CC2)n1
 : -3.7	1.6	0.4	0	8	-2.5	-0.4	0	38*
> COCCN1Cc2cccc(C(=O)NCCCN3CCCC3=O)c2C1=O
 : 0.9	1.2	2.4	6	4	-1.5	0.1	-1	-1.4
> COc1ccc(-c2noc(CSc3nc4ccccc4c(=O)n3-c3ccccc3)n2)cc1OC
 : -1.6	·	1.6	2	1	-0.6	i	8	-0.8
> Cc1cc2[nH]c(=O)c3ccccc3n2n1
 : -0.3	·	0.5	6	8	-0.4	-0.2	4	0.1
> CCc1nnc(NC(=O)CSCc2cc(=O)n3cc(C)sc3n2)s1
 : -2.4	2.9	1.9	1	6	1.6	i	1	0.1
> CN(C(=O)CSc1nc2cc(Cl)ccc2c(=O)n1Cc1ccco1)C1CCS(=O)(=O)C1 (centres undefined)
 : -1.3	1.1	·	5	9	-0.4	-0.2	-2	0.3
> COC(=O)c1ccc(NC(=O)COC(=O)CSc2nc(C)cc(C)n2)cc1
 : -2.9	·	2.4	-1	1	-0.7	i	-7	-1.4
> COc1ccc(C2=NN(C(=O)CCC(=O)O)C(c3ccc(OC)cc3)C2)cc1 (centres undefined)
 : 0.4	-0.9	0.2	9	8	2.1	-0.3	9	0.6
> N#C/C(=C/c1ccc(O)c(O)c1)C(=O)NCc1ccc(Cl)cc1
 : ?	1.1	-5.9	-14	11	-2.5	-0.2	-7	-1.1
> CCN(CC)C(=O)c1ccc(-c2nnc(Nc3ccc(O)cc3)c3ccccc23)cc1
 : -1.3	-7.5	8.0	1	8	0.1	-0.5	-7	1.9

Complete entries, quoted from the list.
N#CC1C(=O)Nc2cccnc21 (centres undefined) is entered as FadD28 binding: -2.6; TcdB GH inh: -0.5; Mtb BioA inh: -0.3; Mtb FBA inh: +; GDH-TPI inh: 9; Mtb UGM inh: ·; Vc quorum ag: i; Y pestis TopoI: 2; PfHsp40 yeast: ·
COC(=O)C1=C(C)N(C)C(=S)NC1c1c(OC)ccc2ccccc12 (centres undefined) is entered as FadD28 binding: -1.3; TcdB GH inh: 0.1; Mtb BioA inh: 0.6; Mtb FBA inh: 6; GDH-TPI inh: 14; Mtb UGM inh: -0.5; Vc quorum ag: -0.3; Y pestis TopoI: 5; PfHsp40 yeast: -0.3
COc1ccc(C2=NN(C(=O)CCC(=O)O)C(c3ccc(OC)cc3)C2)cc1 (centres undefined) is entered as FadD28 binding: 0.4; TcdB GH inh: -0.9; Mtb BioA inh: 0.2; Mtb FBA inh: 9; GDH-TPI inh: 8; Mtb UGM inh: 2.1; Vc quorum ag: -0.3; Y pestis TopoI: 9; PfHsp40 yeast: 0.6

Another view of 2 compounds above:
SMILES	FadD28 binding	TcdB GH inh	Mtb BioA inh	Mtb FBA inh	GDH-TPI inh	Mtb UGM inh	Vc quorum ag	Y pestis TopoI	PfHsp40 yeast
N#C/C(=C/c1ccc(O)c(O)c1)C(=O)NCc1ccc(Cl)cc1	?	1.1	-5.9	-14	11	-2.5	-0.2	-7	-1.1
Cc1cccn2c(=O)c(/C=C(\C#N)C(N)=O)c(N3CCN(c4ccccc4)CC3)nc12	-1.3	0.9	3.6	8	2	1.5	i	18	-0.7

Further entries follow.
Sequence of screens – FadD28 binding	TcdB GH inh	Mtb BioA inh	Mtb FBA inh	GDH-TPI inh	Mtb UGM inh	Vc quorum ag	Y pestis TopoI	PfHsp40 yeast
> Cc1nnc(NC(=O)c2cccc(NC(=O)C(C)C)c2)s1
 : -2.4	·	5.3	1	-1	-0.9	-1.4	-1	-1.9
> Cc1nn(C)c(C)c1NC(=O)CCl
 : 1.1	-0.3	-1.2	-1	-2	1.3	0.9	5	-0.6
> Cc1ccccc1-n1c(C)nnc1SCc1cc(=O)oc2ccc3ccccc3c12
 : 0.0	·	-4.8	11	12	-0.2	-0.5	-4	-0.3
> CCN(c1ccc(OC)cc1)S(=O)(=O)N1CCCC(C(=O)NCc2ccc(OC(C)C)cc2)C1 (centres undefined)
 : -0.4	-2.9	0.3	4	-1	·	i	23	·
> O=[N+]([O-])c1ccc(SCCO)nc1SCCO
 : 0.4	1.0	1.1	0	11	2.9	-0.6	4	-0.3
> COc1ccc2nc(SCC(N)=O)[nH]c2c1
 : -0.6	·	-2.6	0	11	-1.2	i	-9	-0.2
> COc1ccc(C(=O)Nn2cnnc2)c(OC)c1
 : 0.6	·	-0.4	-2	-12	-5.4	i	-3	-0.7
> O=C(Nc1ccc2c(c1)OCO2)C1CC(c2ccccc2Cl)=NO1 (centres undefined)
 : 1.7	·	-0.4	0	19	1.0	-8.8	9	0.2
> O=C(O)CC1(CC(=O)NCc2ccc(Cl)cc2)CCCCC1
 : -3.7	0.5	0.9	2	-4	-2.0	0.8	1	-1.3
> CCOc1cccc(C(=O)Nc2cccc(-c3nnc(-c4ccc(C)cc4)o3)c2)c1
 : -0.3	·	-0.1	-1	7	1.8	i	3	1.8
> O=C(Nc1ccc(Cl)c(S(=O)(=O)N2CCOCC2)c1)c1cc2ccccc2oc1=O
 : -3.5	-1.7	0.5	-2	8	8.9	i	3	-0.4
> CCOCCCn1c(SCc2nc3sc(C(=O)O)c(C)c3c(=O)[nH]2)nnc1-c1ccc(Cl)cc1
 : -3.2	-0.5	1.3	3	23	-0.7	i	1	-0.6
> O=C(CSc1nnnn1C1CCCC1)NCc1cccs1
 : -1.6	-0.5	·	4	1	1.3	-0.1	9	-1.6
> COc1cccc2c1OC1(CCN(C(C)C)CC1)N1N=C(c3cccnc3)CC21 (centres undefined)
 : -3.8	-2.6	2.0	-2	-14	-1.3	-0.3	0	-1.4
> COc1cc(F)ccc1-c1csc(C(O)(c2ccccc2)C(F)(F)F)n1 (centres undefined)
 : -8.4	2.0	0.0	-2	-7	·	-0.6	-9	·
> CC(C)N(Cc1ccccc1)C(=S)NCCN1CCOCC1
 : -1.8	0.1	·	4	2	2.6	-0.2	5	35*
> CCC(C)n1c(=N)c(C#N)cc2c(=O)n3cc(C)ccc3nc21 (centres undefined)
 : -0.3	1.8	·	11	-1	-1.2	-1.5	6	1.2
> O=C(CCl)Nc1cccc(S(=O)(=O)NC2=NCCC2)c1
 : -1.3	1.7	·	4	-5	0.8	-0.5	3	-1.1
> C/C(CC(=O)Nc1cc(Cl)ccc1Cl)=N\NC(=O)COc1cccc(C)c1
 : -5.0	-0.7	-0.5	-1	0	0.2	-10	9	1.3
> CCOC(=O)c1ccc(NC(=O)CSCC(=O)OCC(=O)c2ccccc2)cc1
 : -0.9	1.0	-1.0	-2	3	-0.8	-0.7	-1	-0.1
> CCOc1ccccc1N(CC(=O)NCCc1ccc(OC)c(OC)c1)S(=O)(=O)c1ccccc1
 : -5.7	0.0	1.4	1	-11	1.5	-0.5	26	0.9
> O=C(CCS(=O)(=O)c1ccc(Br)cc1)NCCc1ccc(Cl)cc1
 : -3.2	1.8	-0.5	-1	-7	2.7	i	22	-0.2
> Cc1ccc(CNC(=O)CN2CCC(C(N)=O)CC2)cc1
 : -4.6	·	-0.2	0	-2	0.7	i	0	-0.7
> COc1ccccc1N/C(N)=N/c1nc(CSc2ccc(C)cc2)cc(=O)[nH]1
 : -1.3	·	0.2	-2	2	2.3	-0.3	43	0.1

Screens (PubChem)
